AHR act = AHR activators, primary screen, cell-based, luminescence, luciferase reporter, human. AHR-responsive luciferase reporter cells. activation, % at 5 µM. 320,000 tested, 2.5% active; in the data active = activation above about 47%;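 note: 0% = vehicle wells and 100% = reference agonist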
GLD-1 RNA inh = GLD-1/TGE RNA complex disruptors, primary screen, biochemical, fluorescence polarization; inhibition, % at 5.96 µM; purified GLD-1 + fluorescein TGE RNA; 320,000 tested, 0.44% active; Female germline-specific tumor suppressor gld-1 (Caenorhabditis elegans), Q17339;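 active = percent inhibition above a per-plate cutoff, the plate mean of test compounds plus 3 SD, cut at about 30% in these data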;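 note: 0% = DMSO wells with GLD-1 and probe and 100% = wells lacking GLD-1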
Target sequence (Q17339 whole entry, looked up): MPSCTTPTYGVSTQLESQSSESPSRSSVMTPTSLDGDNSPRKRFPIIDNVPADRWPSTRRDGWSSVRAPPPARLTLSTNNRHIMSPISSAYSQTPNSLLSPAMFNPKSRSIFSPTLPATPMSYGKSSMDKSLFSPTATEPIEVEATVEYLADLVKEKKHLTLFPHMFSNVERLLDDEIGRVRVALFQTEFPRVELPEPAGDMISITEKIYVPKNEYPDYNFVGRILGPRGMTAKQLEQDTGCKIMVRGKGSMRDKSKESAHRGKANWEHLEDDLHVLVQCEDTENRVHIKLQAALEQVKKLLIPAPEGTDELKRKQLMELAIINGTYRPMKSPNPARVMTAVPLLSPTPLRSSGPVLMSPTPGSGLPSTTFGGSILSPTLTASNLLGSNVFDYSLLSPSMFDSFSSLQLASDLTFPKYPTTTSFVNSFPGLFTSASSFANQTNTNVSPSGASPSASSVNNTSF
PME-1 primary = PME-1 inhibitors via competitive probe labeling, primary screen, biochemical, fluorescence polarization, FP-Rh probe, HTS. Protein phosphatase methylesterase 1 (Homo sapiens), Q9Y570. recombinant PME-1. inhibition, % at 5.9 µM. 320,000 tested, 0.53% active;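 active = inhibition above the campaign mean of all compounds plus 3 SD, cut at about 26% in these data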;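 note: competitive labeling of PME-1 active site by serine hydrolase directed probe; 0% = PME-1 with DMSO and 100% = wells lacking PME-1 enzyme; inhibitors block probe labeling so polarization falls and inhibition rises; many of its hits are not listed in these tables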
Target sequence (Q9Y570 whole entry, looked up): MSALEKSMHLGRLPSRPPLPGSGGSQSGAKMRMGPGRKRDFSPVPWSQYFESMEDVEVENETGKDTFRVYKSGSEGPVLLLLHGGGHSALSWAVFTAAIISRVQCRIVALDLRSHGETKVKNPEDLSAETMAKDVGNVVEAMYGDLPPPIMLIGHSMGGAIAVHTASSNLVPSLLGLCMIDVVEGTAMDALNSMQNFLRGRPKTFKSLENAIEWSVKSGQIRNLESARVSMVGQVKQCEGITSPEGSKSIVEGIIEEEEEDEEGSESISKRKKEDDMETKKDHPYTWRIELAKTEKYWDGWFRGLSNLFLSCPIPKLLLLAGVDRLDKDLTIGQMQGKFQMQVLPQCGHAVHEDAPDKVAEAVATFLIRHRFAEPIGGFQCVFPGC
Fam108B inh = mouse Fam108B serine hydrolase inhibitors, primary screen, counter-screen for RBBP9 inhibitor project, biochemical, fluorescence polarization; recombinant Fam108B, FP-Rh probe fluorescence polarization; inhibition, % at 9.51 µM; 300,000 tested, 0.33% active;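 active = inhibition above the screen mean inhibition plus 3 SD, computed separately per campaign, cut at about 18% in these data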;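 note: inhibitors lower polarization as less probe binds the enzyme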
PAFAH1B2 inh = PAFAH1B2 enzyme inhibitors, primary screen, biochemical, fluorescence polarization, human; Platelet-activating factor acetylhydrolase IB subunit alpha2 (Homo sapiens), P68402; recombinant PAFAH1B2, FP-rhodamine activity probe; inhibition, % at 3.39 µM; 340,000 tested, 1.2% active;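 active = inhibition above the mean of all tested compounds plus 3 SD, cut at about 24% in these data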;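 note: 0% = enzyme with DMSO and 100% = wells lacking PAFAH1B2; many of its hits are not listed in these tables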
Bcl-xL primary = inhibitors of human Bcl-xL, primary screen, biochemical, fluorescence polarization, HTS; Bcl-2-like protein 1 (Homo sapiens), Q07817; inhibition, % at 10.9 µM; AID 2129, 2009; 320,000 tested, 0.7% active; GST-Bcl-xL / FITC-Bim BH3 peptide fluorescence polarization;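 active = inhibition above the mean of all tested compounds plus 3 SD, cutoff set per campaign, cut at about 30% in these data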;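 note: 0% = DMSO wells and 100% = unlabeled Bim-BH3 peptide competitor; inhibitors lower millipolarization by displacing the labeled peptide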
Target sequence (Q07817 whole entry, looked up): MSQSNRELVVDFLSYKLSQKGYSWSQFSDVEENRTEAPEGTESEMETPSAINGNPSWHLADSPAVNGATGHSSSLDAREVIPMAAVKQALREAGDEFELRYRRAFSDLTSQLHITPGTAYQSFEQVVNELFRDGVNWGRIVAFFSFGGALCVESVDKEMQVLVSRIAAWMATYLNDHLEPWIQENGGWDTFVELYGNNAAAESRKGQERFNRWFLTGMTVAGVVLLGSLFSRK
MEX-5 binding = MEX-5 zinc finger RNA-binding disruptors – biochemical, C. elegans, fluorescence polarization, MLPCN library, primary screen | MEX-5/FITC-TCR2 RNA binding; active compounds read low | activity score (negative = inhibition of binding), % at 10 µM | 300,000 tested, 0.38% active;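 active = inhibition past about -25% in most replicates, and total fluorescence under double the plate's negative control median, limit read from the data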;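 note: 0% = DMSO and -100% = 5 µM competing unlabeled TCR2 RNA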
MCL1-BIM inh = inhibitors of MCL1 binding to BIM-BH3, primary screen, biochemical, fluorescence polarization; 320,000 tested, 0.68% active; inhibition, % at 10.9 µM; Induced myeloid leukemia cell differentiation protein Mcl-1 (Homo sapiens), Q07820; GST-MCL1 / FITC-Bim-BH3 fluorescence polarization;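 active = inhibition above the mean inhibition of all tested compounds plus 3 SD, set per campaign, cut at about 40% in these data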;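 note: 0% = DMSO wells and 100% = unlabeled Bim-BH3 peptide control; higher means more loss of mP so more displacement of Bim peptide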
pPAFAH FP inh = pPAFAH enzyme inhibitors, primary screen, biochemical, fluorescence polarization, human. recombinant pPAFAH, FP-rhodamine probe fluorescence polarization. Platelet-activating factor acetylhydrolase (Homo sapiens), Q13093. inhibition, % at 3.39 µM. 330,000 tested, 1.5% active;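 active = inhibition above the mean inhibition across the screen plus 3 SD, cut at about 25% in these data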;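 note: inhibitors block binding of the rhodamine activity-based probe so polarization drops; 0% = enzyme with DMSO and 100% = wells lacking pPAFAH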
* marks the source's active call; other numbers are inactive results; . = no result given. An excerpt (hit frequency here may not be typical).

SMILES	AHR act	GLD-1 RNA inh	PME-1 primary	Fam108B inh	PAFAH1B2 inh	Bcl-xL primary	MEX-5 binding	MCL1-BIM inh	pPAFAH FP inh
CC(=O)N1c2ccc(Cl)cc2C2C=CCC2C1c1cccc2ccccc12 (configuration not stated)	4	6	-5	-3	5	3	.	-6	9
COC(=O)C(C(=O)OC)=C(/C=C/C=C/N(C)C)N(C)C	0	22	3	1	0	20	-9.7	21	15
O=C(COc1cccnc1[N+](=O)[O-])Nc1ccc(S(=O)(=O)N2CCOCC2)cc1	3	-6	2	-7	3	-5	2.0	2	7
Cc1c(NC(=O)C(C)n2cc([N+](=O)[O-])cn2)c(=O)n(-c2ccccc2)n1C (configuration not stated)	-1	-1	-4	1	-1	5	0.6	-1	-2
O=C(Nc1ccc(S(=O)(=O)N2CCOCC2)cc1)c1ccc([N+](=O)[O-])o1	-4	-1	3	8	1	3	0.6	2	0
Cc1ccc(C(=O)NCCN2CCOCC2)cc1Cl	34	7	-11	-2	3	-2	1.6	-5	-6
Brc1ccc(CNCC2CCCO2)cc1 (configuration not stated)	0	-1	-4	3	1	2	-3.1	4	-1
O=C(NC(=S)Nc1ccccc1[N+](=O)[O-])c1ccco1	0	-2	5	-5	7	6	1.3	10	0
CCC/C(O)=C1\C(=O)CC(c2ccccc2)CC1=NC (configuration not stated)	-2	6	0	3	1	13	-0.3	9	0
CCc1noc(C)c1C(=O)N1CCN(c2cccc(C)c2C)CC1	4	4	1	-2	-2	-5	-0.2	-23	2
Cc1cc(C)c2c(N)c(C(=O)c3ccccc3)oc2n1	-6	10	-6	5	-1	9	-0.3	30	13
CCN(C(=O)c1cnc(NC(C)C)cc1C(F)(F)F)c1ccc(Cl)cc1Cl	-2	-3	17	3	0	-1	0.3	-6	-3
O=C(NCCCN1CCCC1)c1cccc(N2CCCC2=O)c1	-1	-4	-2	2	1	-2	-1.1	0	-1
CCCCN(C(=O)CSc1nnc(Nc2ccc(C)c(C)c2)s1)c1c(N)n(Cc2ccccc2)c(=O)[nH]c1=O	14	5	-14	1	2	-2	-3.0	-7	2
Cc1cc(NC(=O)CCc2ccc(-c3ccccc3)o2)no1	-2	-1	0	2	5	-1	-1.4	8	2
O=C(Cc1nnc(NC(=O)c2ccccc2)s1)N/N=C/c1ccco1	115*	3	2	-1	2	0	-4.5	4	2
CC1=C(C(=O)NC2CCC(C)CC2)C2(CCC(C)CC2)OC1=O (configuration not stated)	-1	-1	-4	-4	3	3	3.2	1	9
N#C/C(=C\c1ccc(OCc2ccc(Br)cc2)cc1)C(=O)Nc1cccc(C(=O)O)c1	0	2	-3	-11	24*	6	-1.1	11	2
NC(=O)CC(NC(=O)Cc1ccc(Br)cc1)c1ccc(NCCc2ccc(F)cc2)c([N+](=O)[O-])c1 (configuration not stated)	3	-13	-6	-8	13	-8	1.3	-15	5
Cc1ccc(S(=O)(=O)N2CCN(C(=O)CSc3nnc(C)c(=O)[nH]3)CC2)cc1	0	-7	1	3	6	2	-0.4	0	-1
COc1cccc(N2CCN(C(=S)NCCc3ccccc3)CC2)c1	5	-3	4	-1	5	2	-1.0	8	2
CC(=O)c1ccccc1C(=O)NCc1cccnc1	1	-2	0	2	6	5	1.8	12	-3
CCCC(=O)Nc1cccc(-c2nc3ccccc3c(=O)o2)c1	1	0	-9	-10	5	7	0.5	0	5
CNc1ccccc1C(C)(C)c1cc(-c2cccc(Br)c2)no1	21	25	-32	-31	-9	25	2.4	21	-14
O=C(Nc1ccc(N2CCOCC2)cc1)c1ccc2c(c1)OCO2	18	-6	-5	-3	6	3	-0.7	3	-4
COc1ccccc1-n1cc(C(=O)c2cc(Cl)ccc2O)cc(C#N)c1=O	16	6	-2	-4	1	4	2.1	2	-1
CN(C)C(=O)N=NC(=O)N(C)C	2	1	-1	2	-4	2	.	-3	5
CC(=O)c1cc2c(cc1NC(=O)CN1CCOCC1)OCO2	11	5	2	0	7	4	1.5	8	2
CC(=O)NC1=NN(C(C)=O)C2(CCCC2)S1	0	4	-5	-1	0	4	0.7	-1	2
O=C(NCCC1=CCCCC1)C1CC(=O)N(C2CCCCCC2)C1 (configuration not stated)	1	-5	2	3	2	6	-0.2	2	-2
CCCCn1c(N)c(N(CC(C)C)C(=O)CSC(C)C(=O)Nc2cc(C)on2)c(=O)[nH]c1=O (configuration not stated)	-1	4	2	-1	5	-6	-0.7	-12	-3
CC(C)CN(C(=O)CSc1nnc(-c2ccco2)o1)c1c(N)n(Cc2ccccc2)c(=O)[nH]c1=O	-3	1	-1	2	-1	4	4.4	-3	-2
CC(=C1C2C=CC1C1C(=O)NC(=O)C21)c1ccccc1 (configuration not stated)	-1	-1	-5	5	2	2	0.0	6	3
O=C(CN1C(=O)c2cccc([N+](=O)[O-])c2C1=O)N1CCN(S(=O)(=O)c2ccccc2)CC1	3	5	5	.	6	0	.	-5	-5
COc1ccccc1C(=O)N/N=C(\C)c1ccc(NC(=O)Cc2ccccc2)cc1	33	-5	3	-2	-1	-2	-0.7	1	-5
COc1ccc(Br)cc1C(=O)NC(=S)Nc1ccc(Cl)c(C(=O)O)c1	5	-7	-9	-2	6	8	-1.9	13	-5
CCOC(=O)c1sc(NC(=O)CN2CCN(c3ccccc3)CC2)nc1C	2	-3	6	-2	0	0	-2.4	10	1
COC(=O)c1ccc(C)c(NC(=O)CCc2ccc(OC)c(OC)c2)c1	-1	6	5	6	-5	0	0.0	-15	-3
Nc1nonc1NC(=O)CSc1nc2ccccc2s1	12	-4	0	-6	-8	3	0.9	5	1
CC1(C)CC(NS(=O)(=O)c2ccc(Cl)cc2)CC(C)(C)N1	2	2	2	-1	1	0	-1.1	10	1

A different layout for 2 compounds above:
SMILES | AHR act | GLD-1 RNA inh | PME-1 primary | Fam108B inh | PAFAH1B2 inh | Bcl-xL primary | MEX-5 binding | MCL1-BIM inh | pPAFAH FP inh
CCOC(=O)c1sc(NC(=O)CN2CCN(c3ccccc3)CC2)nc1C | 2 | -3 | 6 | -2 | 0 | 0 | -2.4 | 10 | 1
CNc1ccccc1C(C)(C)c1cc(-c2cccc(Br)c2)no1 | 21 | 25 | -32 | -31 | -9 | 25 | 2.4 | 21 | -14

The listing continues:
SMILES	AHR act	GLD-1 RNA inh	PME-1 primary	Fam108B inh	PAFAH1B2 inh	Bcl-xL primary	MEX-5 binding	MCL1-BIM inh	pPAFAH FP inh
CN1CCN(S(=O)(=O)c2ccc(NS(=O)(=O)c3ccccc3)cc2)CC1	-4	3	5	1	15	-1	-2.0	2	-1
N#C/C(=C\c1ccc(-c2ccc(F)cc2)o1)C(=O)Nc1nc(-c2cccs2)cs1	142*	9	3	-4	-1	27	-0.5	41*	24
COc1cc(/C=N/O)cc(Cl)c1OC	3	2	-2	0	4	5	1.7	8	4
COc1ccc(OCc2cc(C(=O)N(C)Cc3cc(C4CC4)n[nH]3)no2)c(Cl)c1	9	-5	-2	-3	5	-3	3.8	-6	5
COC(=O)Cn1cnc2c(nnn2-c2ccc(C)cc2)c1=O	-1	-4	3	4	7	0	0.1	-1	6
CC(C)(/C=N/O)N(O)C=C1C=CC(=O)C=C1	0	1	-1	-3	2	-1	-0.3	-4	4
Cc1c(Cl)cccc1NC(=O)COC(=O)C12CC3CC(CC(O)(C3)C1)C2	-1	-3	2	.	-1	-10	.	-13	-2
CC(=O)Oc1ccc(C(=O)[C@H]2[C@H]3C(=O)N(c4cccc5ccccc45)C(=O)[C@H]3[C@@H]3C=CC=NN32)cc1	1	26	-3	-2	1	19	2.5	20	10
Cc1ccc2cc(/C=N/NC(=O)[C@H]3C[C@@H]3c3ccccc3)c(Cl)nc2c1	13	0	-5	-7	0	-2	0.3	10	-2
COc1ccc(N2C3=C(C(=O)CC(C)(C)C3)C(c3ccccc3OC)C3=C2CC(C)(C)CC3=O)cc1	2	4	15	6	3	10	-2.7	7	2
CCCCn1c(N)c(N(CC)C(=O)/C=C/c2ccco2)c(=O)[nH]c1=O	0	1	4	-2	5	2	-0.1	0	-1
COC(=O)[C@H]1CN(C(=O)c2ccccc2)C(=O)N1	1	-5	1	0	-3	2	1.3	0	7
O=C(N/C(=C/c1ccc(F)cc1)C(=O)N1CCCCC1)c1ccco1	2	6	-3	2	2	4	-0.6	7	5
CCN(CC)c1ncnnc1-c1ccccc1	6	9	0	-1	5	0	-1.0	8	-1
Cc1cc(C)c(S(=O)(=O)Nc2nccs2)c(C)c1	0	8	5	1	3	9	2.5	10	10
Cc1ccc(Cl)c(NC(=O)COC(=O)c2nn(C)c(=O)c3ccccc23)c1Cl	-1	5	-1	.	-1	1	.	-5	0
NC(=O)c1ccc2nc(-c3ccccc3)c(-c3ccccc3)nc2c1	0	2	-6	0	5	8	1.9	5	0
O=C(CSc1nc2ccccc2c(=O)n1Cc1ccco1)NCc1ccccc1	1	6	4	-2	-4	4	0.0	1	2
CC(=O)N1CCC2(CC1)C(C#N)=C(N)Oc1n[nH]c(C(F)(F)F)c12	-1	2	-5	0	-1	8	-0.7	8	2
Cc1csc(SCC(=O)NC(=O)Cc2ccccc2)n1	-3	-1	2	-1	-1	1	-0.6	-5	1
CCCCN1C(=O)NC(c2ccc(OC)cc2)C(C(=O)OCc2ccccc2)=C1C (configuration not stated)	1	1	0	1	-3	3	3.9	10	8
Cc1ccc2c(Cl)cc(Cl)c(OCC(=O)NC(C)(C)C)c2n1	9	4	0	6	-2	6	2.3	5	3
Cc1nnc(NC2=NCCCCC2)o1	3	9	-2	3	1	8	1.5	6	1
Clc1ccccc1-c1ccc(CN2CCN(c3ccccc3)CC2)o1	1	3	-4	2	5	4	-0.3	133*	8
O=C(CSc1nnc(C2CCCCC2)o1)Nc1ccccc1Cl	2	3	-3	2	1	2	1.3	3	5
CC1CCN(CCCCOc2cccc(Br)c2)CC1	-1	-4	-2	3	2	0	2.3	0	-1
CC1CCCN(c2nc3c(c(=O)[nH]c(=O)n3C)n2CCSc2nc3ccccc3o2)C1 (configuration not stated)	1	7	5	-1	8	-1	1.1	5	5
COc1cc([C@@H]2OC[C@@H]3[C@H]2CO[C@@H]3c2ccc3c(c2)OCO3)ccc1O	3	3	.	.	2	.	.	.	-6
Cc1ccc(NC(=O)CSCC(=O)OC(C)C(=O)Nc2ccc(S(N)(=O)=O)cc2)c(C)c1 (configuration not stated)	2	6	-7	0	0	-2	-3.3	-2	0
CC[C@]12C(=O)N(C)C[C@H]([C@@H]3C(=O)N(C)C(=O)[C@@H]31)N2C(=O)c1ccc(C(F)(F)F)cc1	16	4	.	.	7	.	.	.	4
Cc1ccc(CS(=O)(=O)CCC(=O)NCCC(C)C)cc1	-2	4	3	1	7	2	1.1	-4	8
CC(C)=CC(=O)Nc1ccc(Cl)cc1	2	5	6	6	5	2	0.2	-3	1
S=C(Nc1ccc(Cl)c(Cl)c1)N1CCCC1	6	1	-1	-4	0	1	1.4	6	2

Screening data from PubChem.
